# From PubChem
# SMARCA2 act = SMARCA2 (BRM) function activators, primary screen, cell-based, luminescence, high throughput. MG213 cells, MMTV-luciferase reporter, dexamethasone, overnight. activation, % at 9.1 µM. hit rate 1% among 370,000. AID 652017, 2013; in the data active means activation above about 7.8%;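 further: 0% = vehicle wells and 100% = reference activator wells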
# PLCg1 inh = PLC-gamma1 enzyme inhibitors, primary screen, biochemical, fluorescence, purified enzyme. fluorogenic substrate. inhibition, % at 12.2 µM. hit rate 0.84% among 370,000. AID 720700, 2013; in the data active means inhibition above about 9.5%
# hcDAF-12 act = H. contortus DAF-12 nuclear receptor activators, primary screen, cell-based, luminescence, HEK293, lit1-tk-luc reporter. HEK293 hcDAF-12 lit1-tk-luc reporter; 0% DMSO, 100% Δ7-dafachronic acid. activation, % at 6.8 µM. hit rate 1.4% among 370,000;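 active means activation above the mean of all tested compounds plus 3 SD, cut at about 5.5% in these data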;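 further: 100% = response to 3 µM Δ7-dafachronic acid high control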
# Rev-erbA mod = modulators of Rev-erb alpha DNA binding, primary screen, biochemical, FITC-DNA, fluorescence polarization, uHTS. Rev-erbα–FITC-DNA binding, 90 min. activity, % at 10 µM. hit rate 0.79% among 370,000;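 active means activity above about 14%, limit read from the data; passing the limit was not always enough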;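 further: 0% = DMSO wells with 35 nM protein and 100% = DMSO wells with 750 nM protein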
# PLC-beta3 inh = human PLC-beta3 inhibitors, primary screen, biochemical, fluorescence | Purified PLC-beta3, fluorogenic substrate | inhibition, % at 12.2 µM | hit rate 0.18% among 370,000 | AID 720704, 2013; in the data active means inhibition above about 11%;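 further: 0% = median of compound wells on plate and 100% = full blocker control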
# Target sequence (Q01970 whole entry, looked up): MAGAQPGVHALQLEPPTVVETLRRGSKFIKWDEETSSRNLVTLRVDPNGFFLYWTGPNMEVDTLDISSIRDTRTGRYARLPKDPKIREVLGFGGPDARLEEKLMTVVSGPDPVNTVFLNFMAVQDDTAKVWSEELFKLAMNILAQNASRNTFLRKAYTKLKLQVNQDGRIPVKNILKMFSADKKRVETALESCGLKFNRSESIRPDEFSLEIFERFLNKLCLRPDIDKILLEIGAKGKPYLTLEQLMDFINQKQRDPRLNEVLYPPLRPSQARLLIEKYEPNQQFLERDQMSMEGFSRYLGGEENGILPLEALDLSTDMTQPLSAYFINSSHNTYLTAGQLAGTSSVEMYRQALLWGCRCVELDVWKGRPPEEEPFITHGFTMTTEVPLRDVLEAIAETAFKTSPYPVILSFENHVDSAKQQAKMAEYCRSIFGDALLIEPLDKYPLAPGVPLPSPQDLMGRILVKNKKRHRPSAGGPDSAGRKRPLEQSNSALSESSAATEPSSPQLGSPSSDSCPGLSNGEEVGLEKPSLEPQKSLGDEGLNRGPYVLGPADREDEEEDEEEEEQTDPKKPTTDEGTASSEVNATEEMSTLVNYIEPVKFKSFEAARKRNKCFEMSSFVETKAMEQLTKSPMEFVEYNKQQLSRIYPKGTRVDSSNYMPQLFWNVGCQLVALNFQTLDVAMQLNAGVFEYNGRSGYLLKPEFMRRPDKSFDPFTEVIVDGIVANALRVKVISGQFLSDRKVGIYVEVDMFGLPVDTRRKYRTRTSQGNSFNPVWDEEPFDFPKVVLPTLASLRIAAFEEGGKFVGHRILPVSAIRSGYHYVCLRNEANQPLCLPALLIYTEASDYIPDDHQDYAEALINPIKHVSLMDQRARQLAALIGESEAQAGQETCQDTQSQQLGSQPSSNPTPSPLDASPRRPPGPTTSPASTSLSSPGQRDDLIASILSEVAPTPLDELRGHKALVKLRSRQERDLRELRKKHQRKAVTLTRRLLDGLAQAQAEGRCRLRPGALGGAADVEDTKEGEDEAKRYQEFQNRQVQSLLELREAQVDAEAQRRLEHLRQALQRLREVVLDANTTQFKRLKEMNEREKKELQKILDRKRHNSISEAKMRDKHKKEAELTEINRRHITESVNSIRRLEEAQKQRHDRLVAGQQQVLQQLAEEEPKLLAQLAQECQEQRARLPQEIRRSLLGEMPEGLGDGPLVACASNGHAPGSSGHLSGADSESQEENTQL
# ADAM17 inh = ADAM17 inhibitors, primary screen, biochemical, QFRET. inhibition, % at 6.95 µM. AID 720648, 2013. recombinant ADAM17, EDANS/DABCYL FRET peptide cleavage. hit rate 0.83% among 370,000;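 active means inhibition above the mean of compounds lying between control limits plus 3 SD, set per campaign, cut at about 8.5% in these data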;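 further: 0% = DMSO-only wells as the low control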
# DAX1 inh-1 = DAX1 (NR0B1) inhibitors, primary screen, cell-based, HEK293, Gal4-DAX1, luciferase luminescence | Nuclear receptor subfamily 0 group B member 1 (Homo sapiens), P51843 | HEK293 Gal4-DAX1 luciferase reporter | inhibition, % at 6.75 µM | hit rate 0.99% among 340,000 | AID 504766, 2011;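 active means inhibition above the mean over all tested compounds plus 3 SD, cut at about 4.2% in these data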;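 further: 0% = DAX1-transfected cells with DMSO and 100% = empty-vector control cells with DMSO; inhibition shows as a rise in luminescence from relieved DAX1 repression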
# MBD2 inh = inhibitors of MBD2 binding to methylated DNA, primary screen, biochemical, TR-FRET, DNA-binding domain, human; hit rate 0.31% among 370,000; inhibition, % at 4.4 µM; Methyl-CpG-binding domain protein 2 (Homo sapiens), Q9UBB5; MBD2 binding to methylated oligonucleotide; AID 686964, 2013; in the data active means inhibition above about 13%
# ssDAF12 agonist = S. stercoralis DAF-12 nuclear receptor activators, primary screen, cell-based, luminescence, HEK293, GRIP1 co-expression, lit1-tk-luc; HEK293 ssDAF-12/GRIP1 lit1-tk-luc reporter; % of 3 µM dafachronic acid response; hit rate 1% among 370,000; activation, % at 6.8 µM;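 active means activation above the mean over all tested compounds plus 3 SD, cut at about 0.9% in these data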;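 further: 0% = DMSO-only wells and 100% = 3 µM delta7-dafachronic acid wells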
# hgDAF12 agonist = H. glycines DAF-12 receptor agonists, primary screen, cell-based, luminescence, HEK293, GAL4 fusion, UAS-luciferase; Nuclear hormone receptor DAF-12 (Heterodera glycines), GAL4 fusion; HEK293 GAL4-hgDAF12 UAS-luciferase reporter, agonist luminescence; normalized to butyrate control; activation, % at 6.8 µM; hit rate 1.8% among 370,000;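 active means activation above a cutoff set at the mean of all screened compounds plus 3 SD, cut at about 10% in these data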;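 further: 0% = DMSO wells and 100% = sodium butyrate wells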
# DAX1 inh-2 = DAX1 (NR0B1) inhibitors on StAR promoter, primary screen, cell-based, luminescence, SF-1 (NR5A1), full-length DAX-1; HEK293T StAR-luciferase reporter, SF-1/DAX-1 repression relief; inhibition, % at 6.8 µM; hit rate 1.1% among 370,000; AID 652010, 2013;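 active means inhibition above the mean over all tested compounds plus 3 SD, cut at about 3.6% in these data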;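 further: 0% = DAX-1 cells with DMSO and 100% = cells lacking DAX-1 with DMSO; higher inhibition means more luminescence from relief of DAX-1 repression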
# Starred values were filed as active, the others as inactive; i = inactive; nt = not tested or not shown; & = joins results of further samples.
no.	mol	SMARCA2 act	PLCg1 inh	hcDAF-12 act	Rev-erbA mod	PLC-beta3 inh	ADAM17 inh
1	COC(=O)c1ccc(-c2csc(NC(=O)C3=COCCO3)n2)cc1	0.5	-8.3	-0.2	-1.6	-17.9	-1.6
2	CCCCN(C)C(=S)Nc1ccc2nc(N3CCN(CC)CC3)cc(C)c2c1	-5.2	-67.0	-1.8	5.9	-95.8	-55.5
3	CC1CCCN(C(c2cccs2)c2nnnn2Cc2ccccc2)C1 (centres undefined)	-3.0	3.0	-1.8	3.8	0.8	5.2
4	CC(=O)n1nc(-c2ccncc2)nc1SCC(=O)Nc1cccc(Cl)c1	0.1	0.2	-2.5	-7.3	-8.1	0.7
5	CN1CCNC(=O)C1CC(=O)O (centres undefined)	-2.0	0.9	0.2	2.3	4.2	1.0
6	CCCn1c(CCC(=O)O)nc2cc(S(=O)(=O)N3CCCC3)ccc21	-1.1	0.8	-1.1	-3.1	-3.9	0.4
7	O=C(CN1CCN(c2ccccn2)CC1)Nc1ccccc1F	-0.9	3.4	-0.8	-6.7	-1.8	0.1
8	Cc1ccc(NC(=O)C(=O)c2ccc(C)cc2)cc1	2.0	2.3	2.7	1.4	-7.5	0.7
9	CN(C)CCNc1oc(-c2ccccc2F)nc1C#N	-1.2	i	-0.3	-2.9	i	-208.9
10	Cc1cc(/C=C2\SC(=S)N(C)C2=O)c(C)n1-c1cccc(O)c1	-7.2	-7.4	-0.6	7.6	-11.1	-1.3

no.	DAX1 inh-1	MBD2 inh	ssDAF12 agonist	hgDAF12 agonist	DAX1 inh-2
1	0.8	2.1	-0.7	1.2	0.4
2	0.5	4.8	-1.1	-4.5	-0.3
3	-0.7	-9.2	-1.0	-0.7	-0.2
4	0.2	-4.3	-1.3	-3.4	0.0
5	2.3	2.1	-0.9	-1.6	-0.4
6	-0.5	-2.0	-0.8	1.7	0.6
7	0.2	3.8	-1.1	-1.0	-0.1
8	1.3	5.4	0.0	12.4*	2.1
9	5.9*	1.0	-1.7	0.0	-0.6
10	-1.9	-0.3	-0.4	0.1	-0.9

# Following part
no.	mol	SMARCA2 act	PLCg1 inh	hcDAF-12 act	Rev-erbA mod	PLC-beta3 inh	ADAM17 inh
11	CCOC(=O)C1=C(c2ccccc2)NC(=O)NC1c1ccc(O)c(Cl)c1 (centres undefined)	-0.8	-2.7	-3.0	4.7	-10.1	-1.9
12	COc1ccc(S(=O)(=O)N(C)CC(=O)Nc2ccc(F)cc2)cc1	-5.2	6.6	-1.4	nt	10.7*	3.8
13	N#CC(=C=[N-])c1nc2ccccc2nc1-[n+]1ccccc1	1.1&-1.5	-10.2&-8.3	1.5&0.1	-1.9&3.9	-9.1&-13.4	-1.1&0.1
14	Cc1cc(C)n(C(=O)CCCCCCCCC(=O)n2nc(C)cc2C)n1	-7.2	-0.4	0.8	-3.6	-0.2	-8.3
15	Cc1ccc(Sc2c([N+](=O)[O-])c(=O)n(C)c3ccccc23)cc1	1.3	0.2	-0.6	-0.2	-4.2	-0.3
16	CC(C)Cn1c2ccccc2c2cc(C(=O)O)ccc21	-3.2	-8.8	-0.4	-4.2	-29.0	-8.7
17	COc1ccccc1NC(=O)c1ccc2c(c1)N(CC(=O)NC(C)C)C(=O)C(C)(C)O2	-0.3	-0.8	-1.3	-2.3	-4.8	-1.1
18	CC(C)C[C@H]1CNC(=S)N1C[C@H]1CCCN1C[C@H](Cc1ccc(O)cc1)N1C[C@H](CC(C)C)N(CC2CCCCCC2)C1=S	0.6	3.2	-0.8	-2.3	-1.4	-1.7
19	O=C(O)COc1ccccc1C1C2C(=O)N(c3ccccc3)C(=O)C2ON1c1ccccc1 (centres undefined)	1.4	0.9	2.1	0.7	1.1	0.0
20	C[C@H](N)C(=O)OCc1ccc([N+](=O)[O-])cc1	-1.4	0.9	0.2	0.1	-5.2	-4.1

no.	DAX1 inh-1	MBD2 inh	ssDAF12 agonist	hgDAF12 agonist	DAX1 inh-2
11	-1.1	-1.6	-1.3	-5.6	-0.6
12	-0.6	0.4	-1.6	1.7	-0.1
13	-0.7&-0.2	-9.8&-15.2	-0.6&-1.0	1.9&-2.7	-0.8&0.6
14	-0.2	-6.3	-1.1	-3.1	0.1
15	0.7	-1.9	-0.5	0.4	-0.2
16	-0.2	7.3	-1.1	0.2	-1.2
17	0.3	4.4	-0.6	-0.4	-0.1
18	nt	6.7	-1.3	1.1	-0.8
19	1.0	-4.6	-0.3	2.4	-0.5
20	2.2	-6.1	-0.8	-1.6	-0.6

# The results go on.
no.	mol	SMARCA2 act	PLCg1 inh	hcDAF-12 act	Rev-erbA mod	PLC-beta3 inh	ADAM17 inh
21	O=C(NCc1ccc(Br)cc1)OC1CC2CC1[C@H]1CCCCN1C2=O (some centres undefined)	5.2	2.8	-2.2	3.9	2.0	3.3
22	O=C(Cn1cc(C(=O)c2cccs2)c2ccccc21)NC1CCCCC1	-0.7	0.0	1.6	-3.3	-2.4	-1.3
23	CN(C(=O)c1ccc(NC(=O)C2CCCN(C(=O)OC(C)(C)C)C2)cc1)C1CCCCC1 (centres undefined)	-0.6	1.2	-1.4	-2.2	4.6	4.2
24	COc1ccccc1CNC(=O)COC(=O)CCC(=O)c1cccs1	0.8	-0.5	0.7	9.0	-8.2	0.2
25	COc1ccc(CN2C3CCCC2CC(NC(=O)Nc2cccc(C)c2)C3)cc1 (centres undefined)	3.5	6.3	0.5	-0.5	4.3	1.6
26	CCOc1ccc(CC(=O)NNC(=S)Nc2ccccc2)cc1Br	-3.1	-5.5	0.2	4.7	-3.9	0.8
27	CC(=O)C1=CCC(c2ccc(C)cc2)N(S(=O)(=O)c2ccc(C)cc2)C1 (centres undefined)	-5.3	1.8	-0.4	-1.3	0.0	-5.8
28	COc1cc(CN2C[C@@H](CO)O[C@@H](n3cnc4c(N5CCN(C)CC5)ncnc43)C2)cc(OC)c1OC	-4.4	-1.3	0.5	-5.5	2.3	-3.6
29	Cc1ccc(S(=O)(=O)c2c(CO)c(-c3ccccc3)nn2C)cc1	-4.4	2.2	-2.0	-6.1	4.5	1.8
30	O=C(c1ccc(S(=O)(=O)c2ccc(Cl)cc2)cc1)N1CCOCC1	-3.7	-1.7	0.4	6.9	1.1	-2.9

no.	DAX1 inh-1	MBD2 inh	ssDAF12 agonist	hgDAF12 agonist	DAX1 inh-2
21	nt	2.7	-1.2	-2.0	-0.2
22	1.9	0.4	-1.6	-0.3	0.0
23	-0.8	-2.5	-1.2	1.0	-0.7
24	-1.1	-2.0	-1.8	0.4	0.1
25	-0.1	-2.3	-0.9	-1.0	0.2
26	-0.4	0.3	-1.6	0.2	-0.7
27	nt	-4.2	-1.3	-1.6	-0.8
28	nt	-0.1	-1.5	-1.8	0.9
29	-0.4	2.2	-1.6	-2.4	-1.0
30	-0.2	-1.4	-1.9	-0.9	-0.2

# Complete entries from above. Order of screens: SMARCA2 act	PLCg1 inh	hcDAF-12 act	Rev-erbA mod	PLC-beta3 inh	ADAM17 inh	DAX1 inh-1	MBD2 inh	ssDAF12 agonist	hgDAF12 agonist	DAX1 inh-2
# Listed for O=C(c1ccc(S(=O)(=O)c2ccc(Cl)cc2)cc1)N1CCOCC1 = -3.7	-1.7	0.4	6.9	1.1	-2.9	-0.2	-1.4	-1.9	-0.9	-0.2
# Listed for O=C(Cn1cc(C(=O)c2cccs2)c2ccccc21)NC1CCCCC1 = -0.7	0.0	1.6	-3.3	-2.4	-1.3	1.9	0.4	-1.6	-0.3	0.0

# Further records.
no.	mol	SMARCA2 act	PLCg1 inh	hcDAF-12 act	Rev-erbA mod	PLC-beta3 inh	ADAM17 inh
31	C/C(Cn1nnc([N+](=O)[O-])n1)=N\NC(=O)c1ccccc1	3.5	-0.5	-0.9	nt	-2.7	-2.0
32	CN(CCNC(=O)C1CCCN(c2ncnc3c2nc2n3CCCCC2)C1)Cc1ccccc1 (centres undefined)	-0.8	0.1	-2.4	2.7	-1.9	-2.0
33	COc1ccc(NC(=O)c2cccc3c(-c4cccnc4)coc23)cc1	-4.7	-3.8	-0.9	-9.3	-16.2	-13.9
34	CC(=O)c1c(C)n(CCc2ccc(Cl)cc2)c2ccc(O)cc12	-1.9	-5.7	-1.5	-0.6	-13.6	-3.7
35	CC1(C(=O)Nc2ccc(Cl)cc2)Cc2c(-c3cccc(C(N)=O)c3)ccnc2O1 (centres undefined)	-7.1	-0.1	-1.4	1.1	-1.4	0.9
36	CN(Cc1ccccc1)C(=O)CN(Cc1ccccc1)S(C)(=O)=O	0.3	0.4	-0.7	1.3	-0.4	2.3
37	FC(F)(F)c1nc(SCc2ccccc2)n[nH]1	-2.4	-2.9	-1.8	-11.9	-5.4	-1.1
38	O=C(COC(=O)/C=C/c1ccccc1)Nc1nnc(-c2ccccc2)o1	-1.8	0.1	1.0	0.3	-4.3	-1.5
39	CCC1SC(C)C/C(=N/NC(N)=O)C1C (centres undefined)	1.9	5.0	0.4	-3.0	-8.1	-3.8
40	Cc1ccc(S(=O)(=O)C[C@@H]2OC[C@H](C)N2S(=O)(=O)c2ccc(C)cc2)cc1	-5.5	3.5	-2.1	-0.1	2.9	4.3
41	O=C(O)c1c2c(nc3ccccc13)/C(=C/c1ccc(OC(F)F)cc1)CCC2	3.9	-115.6	2.1	2.7	-190.2	-35.5
42	Cc1nnc(SCC(=O)NC(C)(C)C)n1NCc1ccc(N(C)C)cc1	-0.7	-0.1	-0.2	-6.7	-7.4	-4.2

no.	DAX1 inh-1	MBD2 inh	ssDAF12 agonist	hgDAF12 agonist	DAX1 inh-2
31	-0.1	5.6	-0.7	4.9	-0.2
32	-0.6	-4.6	-1.2	-0.4	0.0
33	nt	3.3	-1.6	0.4	-1.5
34	0.3	-2.1	-1.9	1.5	0.1
35	nt	4.1	-1.1	1.1	-3.7
36	0.1	-4.1	-1.3	0.5	-0.3
37	-1.4	-3.3	-1.1	-2.1	-0.5
38	0.9	5.2	-0.6	2.2	2.0
39	1.1	4.5	-0.5	1.2	0.5
40	nt	-5.4	-1.6	-4.8	-2.3
41	2.6	8.1	-0.1	4.5	1.4
42	0.0	1.9	-1.8	1.3	-0.6

# Looked up one by one from the entries so far (2):
no.	mol	SMARCA2 act	PLCg1 inh	hcDAF-12 act	Rev-erbA mod	PLC-beta3 inh	ADAM17 inh
32	CN(CCNC(=O)C1CCCN(c2ncnc3c2nc2n3CCCCC2)C1)Cc1ccccc1 (centres undefined)	-0.8	0.1	-2.4	2.7	-1.9	-2.0
36	CN(Cc1ccccc1)C(=O)CN(Cc1ccccc1)S(C)(=O)=O	0.3	0.4	-0.7	1.3	-0.4	2.3

no.	DAX1 inh-1	MBD2 inh	ssDAF12 agonist	hgDAF12 agonist	DAX1 inh-2
32	-0.6	-4.6	-1.2	-0.4	0.0
36	0.1	-4.1	-1.3	0.5	-0.3
